b-catenin transl – alters nuclear translocation of beta-catenin in HeLa cells. immunofluorescence imaging. nuclear translocation activity, % at 5 µM. 190,000 tested, 0.3% active. AID 1665;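 active = nuclear translocation activity above 50% at 5 µM, with a well cell count of 50 or more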;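 note: per-cell ratio of nuclear to cytoplasmic median beta-catenin stain intensity; plate controls were DMSO negative control for no effect and GSK-3 inhibitor IX positive control for full effect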
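Test system: human HeLa cells, native beta-catenin. Compound dosing: 5 µM primary single dose, 0.1% DMSO, 0.02–20 µM confirmation series. Incubation: compound exposure 24 h at 37°C. Detection: beta-catenin immunostaining with DAPI counterstain, 20x imaging, 6 fields/well. Read-out basis: Nuclear/cytoplasmic beta-catenin signal ratio, % activation.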
MT stabilizer – stabilizes microtubules in HeLa cells | % tubulin-high responders, % at 10 µM | 200,000 tested, 0.83% active | HeLa tubulin immunostaining HCS, 24 h; share of cells brighter than vehicle mean+2SD | AID 2205;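 active = plate Z-score above 3 for both tubulin-high and condensed-nucleus cell shares, with cell loss under 80%, at 10 µM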;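 note: anti alpha tubulin signal scored within the nucleus-defined area of each cell; some results filed as inactive read as strong as hits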
Autophagy HCS – alters autophagy in cells. calls only at 10 µM (by protocol). MEF GFP-LC3 puncta imaging; test concentration mostly 10 µM. 190,000 tested, 0.98% active. AID 463193;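 active = percentage of spot-positive cells more than 3 SD above its plate mean, without a fluorescence outlier flag or 80% toxicity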;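 note: spot-positive cell cutoff set from DMSO-treated cells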
CSM14.1 death rescue – protection against thapsigargin-triggered cell killing – 384-well, CSM14.1, ATP luminescence, primary screen (AID 1222). CSM14.1 thapsigargin-induced death rescue, ATP luminescence; higher % means a stronger effect. 190,000 tested, under 10 active. one-dose cellular ATP content (survival), % at 20 µM; EC50 in µM for titrated hits;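 active = EC50 below 50 µM in the dose-response confirmation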;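 note: death triggered by thapsigargin at about 15 µM added after 2 h compound pretreatment; cell ATP read after overnight thapsigargin exposure of roughly 18 to 22 hours; normalized against plate controls of thapsigargin alone and 5% DMSO vehicle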
T cell modulator – T cell immune modulation candidate | 330,000 tested, 0.068% active | calls only at 7 µM | 2C CD8+ T cell-vesicle binding, flow cytometry; stronger effect = lower value;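 active = response, share of CD8 T cells binding vesicles, and their 90th percentile fluorescence all below set limits, cut at about 80% in these data, passing the limit was not always enough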
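Also added: QL9-peptide-loaded Drosophila micro-vesicles bearing Ld, ICAM-1 and B7-1; Test system: purified 2C TCR transgenic mouse naive CD8+ T cells; Measured by: cytometric PE anti-B7-1 and Alexa647 anti-CD8 signals after 1% paraformaldehyde fixation; Timing: binding step 1.5 h, 37 °C, antibody labelling 20 min, ice.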
Hep lipid drop – hepatic lipid droplet formation modulation. AML12 mouse hepatocytes, oleate lipid droplets, BODIPY imaging. inhibition, % at 6.5 µM. 240,000 tested, 0.4% active;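 active = lipid droplet intensity inhibited by at least 50%, with more than 500 cells counted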
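System: AML12 hepatocytes (mouse). Probe or stimulus: oleic acid at 100 µM to induce lipid droplet formation. Times: overnight treatment with compound plus oleate. Detection: Image-based BODIPY and DAPI two-channel analysis. Evaluation: percent inhibition of filter-corrected integrated lipid droplet intensity per well.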
Dynein cargo inh – blocks dynein driven cargo transport along microtubules | 3617.4 mouse cells, GR-EGFP nuclear translocation imaging; test concentration mostly 20 µM; stimulated with dexamethasone, 1 µM; stronger effect = lower value | 220,000 tested, 0.47% active | z-score, hits read low;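 active = plate z-score of nuclear minus cytoplasmic receptor signal below a set negative limit, without overly bright fluorescence or cell loss, cut at about -3.5 in these data, passing the limit was not always enough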;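 note: z-score of nuclear minus cytoplasmic ring GR-EGFP intensity difference per well; some compounds called inactive have numbers as strong as hits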
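Buffer or medium: tet-free, stripped-serum medium; Also added: dexamethasone, 1.0 µM final; Technique: high-content fluorescence imaging after fixation; Times: 48 h induction, 1 h compound, 30 min dex at 37 °C; Read-out: per-cell GR-EGFP intensity, nucleus versus surrounding cytoplasmic ring, well-averaged.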
Ins promoter up – MIN6 insulin promoter up-regulation; MIN6 insulin promoter-GFP reporter, high-content imaging; stronger effect = higher value; z-score at 5 µM; 190,000 tested, 0.3% active; AID 1625;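 active = z-score above 3 at 5 µM with at least 500 cells counted in the well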
PhoP inhibition – inhibitors of PhoP regulon expression, primary screen, Salmonella Typhimurium, GFP reporter (AID 1863); 300,000 tested, 0.16% active; S. Typhimurium PhoP-regulated promoter GFP reporter, 4 h; higher % means a stronger effect; inhibition, % at 50 µM; hits with a dose series show IC50 in µM;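 active = inhibition over 29.93%, a cutoff 3 SD above the screen mean, later confirmed by dose response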;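 note: 0% = low Mg2+ inducing control and 100% = high Mg2+ repressing control; strong numbers were not always called active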
Dynein cargo inh cytoplasmic EGFP – recorded beside Dynein cargo inh, whose call it bears; z-score; measured here: cytoplasmic GR-EGFP intensity; stronger effect = higher value
Dynein cargo inh nuclear GR-EGFP – second read-out of Dynein cargo inh, no call of its own (marks repeat the call); z-score; measured here: nuclear GR-EGFP intensity;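 lower value marks the stronger effect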
Dynein cargo inh cell count – recorded beside Dynein cargo inh, whose call it bears; z-score; measured here: cell count per field
Ins promoter up cell count – also measured in Ins promoter up; calls as there; cell count; measured here: cytotoxicity, nuclei count;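 total cells summed across four imaged fields per well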
Hep lipid drop cells 6.5 µM – second read-out of Hep lipid drop, no call of its own (marks repeat the call); cell count; measured here: cell count, cytotoxicity flag;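 cells counted across two imaged fields per well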
b-catenin transl cell count 5 µM – recorded beside b-catenin transl, whose call it bears; cell count; measured here: cell count, cytotoxicity flag
T cell modulator vesicle-bound % – further read-out of T cell modulator, marked with its call; double positive events, %; measured here: CD8+ vesicle-bound cell fraction;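 binding gate set so that unloaded-vesicle control wells show 10% double positive cells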
MT stabilizer Hoechst-high % – further read-out of MT stabilizer, marked with its call; % Hoechst-high responders; measured here: nuclear condensation Hoechst responders;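 share of cells brighter than vehicle mean plus two SD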
MT stabilizer cytotoxicity % – second read-out of MT stabilizer, no call of its own (marks repeat the call); toxicity, %; measured here: cytotoxicity by cell density;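 0% = mean cell density of plate MIN control wells and 100% = no cells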
Autophagy HCS cell loss 18 h – further read-out of Autophagy HCS, marked with its call; toxicity, %; measured here: cell loss, nuclei count;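 cell loss after 18 h compound exposure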
Numbers without * were called inactive; i = inactive; x = no result given; + = active, no number.

SMILES | b-catenin transl | b-catenin transl cell count 5 µM | MT stabilizer | MT stabilizer Hoechst-high % | MT stabilizer cytotoxicity % | Autophagy HCS | Autophagy HCS cell loss 18 h | CSM14.1 death rescue | T cell modulator | T cell modulator vesicle-bound % | Hep lipid drop | Hep lipid drop cells 6.5 µM | Dynein cargo inh | Dynein cargo inh cytoplasmic EGFP | Dynein cargo inh nuclear GR-EGFP | Dynein cargo inh cell count | Ins promoter up | Ins promoter up cell count | PhoP inhibition
CC1=NCCN1S(=O)(=O)c1cc([N+](=O)[O-])ccc1Cl | 0.3 | 1529 | 2.8 | 2.5 | 8.8 | i | 7.4 | -1.3% | i | 56.1 | -0.9 | 623 | 1.8 | -0.0404 | 0.853 | -1.61 | x | x | -4.0%
COC(=O)c1ccc(Nc2nnc(-c3ccc(C)c(S(=O)(=O)NCC4CCCO4)c3)c3ccccc23)cc1 (stereo unspecified) | -1.0 | 1122 | 2.5 | 2.9 | 6.6 | i | 13.3 | -0.2% | i | 5.2 | -6.5 | 578 | -0.398 | 0.0622 | 0.246 | 0.791 | -0.47 | 1397 | -6.8%
O=C(COc1ccccc1Cl)NCc1ccncc1 | 2.5 | 642 | 3.6 | 2.4 | 4.1 | i | -13.2 | -2.0% | i | 29.3 | x | x | -0.898 | -0.234 | -0.314 | 0.535 | 0.97 | 1053 | -13.5%
CC/C(=N/Nc1cccc(C)c1)c1cnnc(SC)n1 | x | x | 3.2 | 4.4 | 1.8 | + | 19.3* | 3.9% | i | 46.4 | x | x | -0.135 | -0.27 | -0.079 | -0.605 | -0.08 | 1168 | -12.3%
Cc1cccc(OCc2nnc(SCn3nnc4ccccc4c3=O)o2)c1 | 0.6 | 791 | 2.6 | 0.9 | 4.2 | i | 15.0 | 1.2% | i | 54.2 | x | x | 1.64 | -0.0947 | 1.79 | -1.71 | 0.26 | 1160 | 5.1%
COc1cccc(C2c3c(oc4ccccc4c3=O)C(=O)N2CCCN(C)C)c1OC (stereo unspecified) | -0.7 | 661 | 4.4 | 2.2 | 16.5 | i | 29.5 | -1.3% | i | 21.6 | x | x | 0.525 | 0.0593 | 0.608 | -0.00228 | -0.36 | 957 | -4.4%
O=C(c1ccccc1)N1CCCC(C(=O)N2CCN(c3ccccc3)CC2)C1 (stereo unspecified) | -0.9 | 1348 | x | x | x | x | x | x | i | 18.2 | 2.0 | 694 | -0.505 | -0.266 | 0.326 | 0.29 | -0.18 | 1090 | 0.2%
COc1ccc(N(Cc2nnc3n2CCCCC3)C(=O)Nc2ccccc2)cc1 | -0.1 | 1116 | x | x | x | i | -11.5 | -3.8% | i | 46.2 | -4.7 | 671 | -0.55 | -0.301 | 0.0178 | 0.303 | 0.23 | 1306 | -7.8%
O=C(Nc1ccc(N2CCN(C(=O)c3ccccc3)CC2)cc1)c1cc2ccccc2o1 | x | x | i | x | 100.0 | i | 10.6 | -0.2% | i | 34.0 | -0.9 | 742 | i | x | x | -4.95 | -1.38 | 1227 | -3.7%
COc1cc(NS(=O)(=O)c2ccc(NC(=O)CN3C(=O)c4ccccc4C3=O)cc2)nc(OC)n1 | -1.1 | 1145 | 3.3 | 2.9 | 8.8 | i | -5.7 | 2.6% | i | 31.0 | 11.5 | 678 | -0.552 | -0.283 | -0.261 | 0.303 | 0.68 | 1280 | -3.5%
C=CCNCc1cccn1-c1sc2c(c1C#N)CCCC2 | -0.5 | 1222 | 1.2 | 1.2 | 6.8 | i | -0.6 | -2.3% | i | 29.1 | 3.4 | 793 | 0.354 | 0.111 | 0.582 | -1.01 | -0.44 | 928 | 11.4%
CCC(=O)c1ccc2c(c1)OCCO2 | 1.0 | 1394 | x | x | x | x | x | x | i | 0.9 | -5.4 | 699 | 0.812 | -0.22 | 0.991 | -0.185 | 0.37 | 1009 | -3.2%
O=C(Cc1ccc(Br)cc1)N(Cc1ccccc1)c1ccccn1 | 0.7 | 1487 | 6.3 | 1.6 | 3.9 | i | -7.5 | 2.3% | i | 57.4 | -39.9 | 739 | 1.07 | -0.157 | -0.188 | -0.0843 | -0.53 | 1462 | 7.9%
COC(=O)CNc1cccc(C(F)(F)F)c1 | -3.0 | 1062 | 4.0 | 2.5 | 7.9 | i | 21.8 | -0.7% | i | 13.6 | -5.1 | 742 | -0.663 | -0.335 | 0.0259 | 1.09 | 0.03 | 1450 | x
CC1CCC(C(C)C)C(OC(=O)C[n+]2cccc(C(N)=O)c2)C1 (stereo unspecified) | -1.0 | 1341 | 1.2 | 2.3 | 7.9 | i | -5.5 | -0.6% | i | 41.3 | x | x | -1.37 | 0.887 | -0.548 | 0.873 | 0.29 | 1568 | -5.8%
COc1ccccc1N1CCN(CC(O)COc2ccc3c(C)cc(=O)oc3c2)CC1 (stereo unspecified) | 4.2 | 1120 | 3.9 | 2.4 | 8.5 | i | 1.7 | 1.2% | i | 21.3 | 2.4 | 765 | 0.574 | -0.108 | 0.233 | -0.392 | -0.88 | 1127 | -15.3%
COc1ccc(OC)c(Cc2nnc(CCC(=O)NC3CCCC3)o2)c1 | 1.6 | 957 | 1.1 | 2.4 | 6.9 | i | 17.3 | 0.5% | i | 62.6 | -42.1 | 778 | -1.77 | -0.236 | -0.824 | 0.811 | x | x | 4.2%
CC(C)C(=O)Nc1cccc(NC(=S)NC(=O)c2ccc(Cl)cc2)c1 | -1.1 | 1350 | 2.6 | 2.3 | 1.5 | i | 15.1 | 2.0% | i | 23.2 | x | x | 1.83 | -0.217 | 0.659 | -0.594 | -1.49 | 837 | -7.6%
O=C(Nc1ccc(F)cc1)C1CCCO1 (stereo unspecified) | 0.4 | 1510 | 2.2 | 2.8 | 7.7 | i | -1.0 | 2.8% | i | 61.4 | 9.3 | 701 | -0.947 | -0.132 | -1.12 | -0.152 | 0.85 | 1438 | 1.4%
Cc1nc2ncnn2c(N2CCCC(C(=O)Nc3ccccc3Br)C2)c1C (stereo unspecified) | -1.2 | 993 | 2.0 | 2.2 | 10.4 | i | 3.1 | 0.8% | i | 60.3 | 3.2 | 777 | 0.195 | -0.184 | 0.239 | 0.197 | 0.75 | 1201 | -1.0%
O=C(Cn1ccc([N+](=O)[O-])n1)N1CCCCC1 | -0.9 | 1063 | 4.6 | 1.1 | 3.5 | i | 18.5 | -1.5% | i | 24.3 | 9.9 | 681 | 0.962 | -0.203 | 0.818 | -0.282 | -0.45 | 1262 | -7.3%
O=C(CN1CCOCC1)Nc1ncc(Cc2cccc(Cl)c2)s1 | -1.7 | 508 | 2.4 | 1.1 | 0.5 | i | 0.0 | 6.7% | i | 30.2 | 2.9 | 698 | -0.139 | 0.17 | 0.0201 | 0.152 | -0.33 | 1430 | -0.4%
O=C(CCS(=O)(=O)c1cccc2nonc12)N1CCN(c2ccc(F)cc2)CC1 | -0.4 | 1005 | 5.8 | 2.4 | 9.5 | i | -5.5 | -2.3% | i | 6.0 | -27.4 | 612 | 0.0358 | -0.221 | 0.205 | 0.29 | 0.09 | 1873 | 3.6%
O=C(c1ccc(OC2CCN(C(=O)C3CC3)CC2)cc1)N(CCO)Cc1ccccc1 | 1.1 | 1262 | x | x | x | x | x | x | i | 31.2 | -7.5 | 681 | 0.945 | -0.227 | 0.465 | -0.472 | 0.01 | 1074 | -2.9%
O=C(COC(=O)c1ccccc1OCC(=O)Nc1ccc(Br)cc1)Nc1ccccc1 | x | x | 1.4 | 4.0 | 7.0 | i | -9.0 | -2.7% | i | 43.7 | 17.2 | 639 | 0.208 | -0.288 | -0.236 | -0.0124 | 0.36 | 1234 | 12.9%
C=CCNc1nc(-c2cccc(OC)c2O)nc2ccccc12 | -5.6 | 961 | 5.5 | 1.8 | 12.6 | i | 5.5 | -1.6% | i | 15.3 | x | x | 1.56 | 0.018 | 1.81 | -1.33 | -0.97 | 1084 | 2.6%
CCOC(=O)c1c(C)n(C)c2cc(-c3ccc(F)cc3)c(O)cc12 | -3.1 | 1231 | 10.9 | 1.8 | 5.0 | i | -5.5 | -1.4% | i | 37.2 | 12.6 | 572 | -0.658 | -0.286 | -0.285 | 0.153 | 0.51 | 1521 | -11.0%
COc1ccc2c(c1)-c1c(sn(-c3ccc(OC)c(OC)c3)c1=S)C(C)(C)N2 | 0.8 | 1412 | 15.3 | 11.6 | 11.5 | i | 14.6 | 1.1% | + | 4.4* | x | x | 0.0314 | -0.207 | -0.299 | 0.364 | -1.01 | 1489 | 2.7%
NC(=O)N1OCC2COc3ccc4ccccc4c3C21 (stereo unspecified) | x | x | 1.4 | 1.0 | 10.1 | i | 9.5 | -0.8% | i | 23.6 | -14.0 | 774 | 0.539 | -0.217 | 0.356 | 0.275 | x | x | 30.2%
Cc1ccc(NC(=O)N2CCCc3ccccc32)cc1 | 1.2 | 857 | 3.5 | 2.2 | 5.1 | i | -1.1 | 1.1% | i | 19.3 | 0.0 | 750 | 0.956 | -0.145 | 0.508 | -0.38 | -0.36 | 1553 | 3.5%
